Screening results as filed in PubChem BioAssay.
Mtb RmlCD inh – M. tuberculosis RmlC/RmlD coupled enzyme inhibitors, primary screen, biochemical, compound mixtures, 384-well, from 1536-well plates; AID 1533, 2009; inhibition, % at 3.6 µM; hit rate 0.03% among 160,000; RmlC+RmlD coupled enzyme assay, percent inhibition; primary screen in compound mixtures; in the data active means inhibition mostly above about 34%, no sharp cut-off; inconclusive means no clear call, values can overlap the other calls; inactive means mostly below about 22%; further: some results filed as inactive read as strong as hits
Target sequence (P9WH09 whole entry, looked up): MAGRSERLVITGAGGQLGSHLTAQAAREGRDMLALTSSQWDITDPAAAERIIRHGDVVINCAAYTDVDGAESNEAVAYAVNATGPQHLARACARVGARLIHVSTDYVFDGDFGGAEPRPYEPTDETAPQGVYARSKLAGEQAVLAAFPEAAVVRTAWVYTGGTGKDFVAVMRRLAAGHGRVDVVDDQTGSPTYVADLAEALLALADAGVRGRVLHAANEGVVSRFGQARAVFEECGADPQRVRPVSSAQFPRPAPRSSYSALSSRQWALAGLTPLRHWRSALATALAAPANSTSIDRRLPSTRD
Target sequence (P9WH11 whole entry, looked up): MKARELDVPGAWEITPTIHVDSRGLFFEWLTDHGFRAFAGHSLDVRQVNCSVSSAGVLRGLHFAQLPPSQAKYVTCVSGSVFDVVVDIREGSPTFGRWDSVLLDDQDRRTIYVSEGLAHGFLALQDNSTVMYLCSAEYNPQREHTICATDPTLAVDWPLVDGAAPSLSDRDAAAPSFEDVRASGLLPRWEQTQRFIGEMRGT
GlmU inhibition – inhibition of mycobacterial GlmU enzyme – biochemical, glucosamine-1-phosphate acetyltransferase (AID 1376). Bifunctional protein GlmU (Mycobacterium tuberculosis (strain ATCC 25618 / H37Rv)). M. tuberculosis GlmU acetyltransferase enzyme assay; higher % means a stronger effect. inhibition, %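 (tested at 30 µM in the primary screen)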, or IC50 in µM where a hit was titrated. hit rate 0.25% among 220,000; in the data active means inhibition above about 13%; inconclusive means no clear call, values can overlap the other calls;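 further: 0% = complete reaction with vehicle and 100% = reaction without substrate; strong numbers were not always called active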
* hit, by the source's call; ? = inconclusive; . = not tested or not shown; & = joins results of further samples.

molecule | Mtb RmlCD inh | GlmU inhibition
Fc1cccc(CSc2nnc3c(n2)[nH]c2ccccc23)c1 | . | 2.5%
Cc1cc(C)cc(N=Cc2[nH]c3ccc(Br)c(Cl)c3c2O)c1 | . | 1.7%
CN1CCN(c2ccc([N+](=O)[O-])c(N3CCCCC3)c2)CC1 | 7 | 1.3%
COc1cc(/C=N/Nc2nc(=O)[nH]nc2C)cc(OC)c1O | -10 | 0.1%
S=c1[nH]nc(-c2ccc(Br)o2)n1Cc1ccccc1 | -7 | 2.2%
C=C(C)[C@@H]1CC=C(CN2CCC(N3CCC(C(=O)N4CCCC4)CC3)CC2)CC1 | . | -4.4%
CCOC(=O)C(NC(=O)CC)(Nc1cc(C)on1)C(F)(F)F (stereo unspecified) | -4 | 0.2%
CC(=O)OCC1OC(Sc2cccc3cccnc23)C(OC(C)=O)C(OC(C)=O)C1OC(C)=O (stereo unspecified) | 7 | 0.8%
CN(CC(=O)Nn1cnnc1)S(=O)(=O)c1ccc(Br)cc1 | -2 | 2.3%
N#CCNc1ccc([N+](=O)[O-])cc1C#N | -21 | -4.6%
CCOCCCn1c(SCC(=O)NCc2ccco2)nc2c(sc3ccccc32)c1=O | -18 | -4.0%
Nc1cc(-c2ccccc2)ccc1O | 9&5 | 1.6%
NC(=O)C1(N2CCCCC2)CCN(C(=O)NC2CCCCC2)CC1 | . | 0.0%
Cc1ccc(C(=O)C2COC(=O)C2)cc1 (stereo unspecified) | . | -2.7%
COCCn1nnnc1C(c1ccc(Cl)cc1)N1CCSCC1 (stereo unspecified) | -4 | 5.2%
O=C(Nc1ncccn1)C12CC3CC(CC(C3)C1)C2 | 0 | -0.7%
CCOc1ccc(NC(=O)c2ccccc2OCC(=O)c2ccc(C)cc2)cc1 | . | 3.0%
O=C(NC1CCCCC1)c1ccc(Cl)c(NC(=O)c2ccccc2F)c1 | -15 | 3.9%
CCn1cnc2cc(NCc3ccncc3)ccc21 | 11 | 3.9%
NC(=O)C1CCN(c2nc(C3CC3)nc3c2nnn3Cc2ccccc2)CC1 | 12 | 7.6%
Cc1ccc(C)c(NCC(=O)NNC(=S)Nc2ccccc2)c1 | -6 | -0.9%
CCCSc1ccc(-c2nn(-c3ccccc3)cc2/C=C(/C#N)C(=O)N2CCOCC2)cc1 | . | -2.3%
CC(=O)Nc1ncc2c(n1)CC(c1ccco1)CC2=O (stereo unspecified) | 8 | -9.2%
Nc1c(C(=O)Nc2ccc(F)cc2)nnn1-c1cccc(C(F)(F)F)c1 | -8 | 2.9%
Fc1ccc2c(c1)C(c1ccncc1)=NNC(c1ccccc1)=N2 | 1 | -0.5%
CCCCN(c1ccccc1)S(=O)(=O)c1cccc(C(=O)O)c1 | -10 | 9.5%
O=c1c2cc(NC(=S)NC3CCN(Cc4ccccc4)CC3)ccc2nc2n1CCCCC2 | -8 | -1.6%
CCC(=O)Nc1ccc(C(=O)N/N=C/c2ccc([N+](=O)[O-])cc2)cc1 | 10 | -4.2%
CN(C)C(=O)COc1ccc2ccc(=O)oc2c1 | . | 3.1%
C=CCN=C1NN=C(c2cc(C)n(CC=C)c2C)CS1 | -15 | 1.0%
O=C(CCC(=O)Nc1ccccc1)NNC(=O)COc1ccccc1 | -2 | -4.9%
CCCc1[nH][nH]c(=O)c1C(c1ccc(Br)cc1)C(C#N)C#N (stereo unspecified) | -8 | -4.5%
CCOC(=O)CN1C(=O)C(C)(C)Oc2ccc(C(=O)Nc3ccccc3OC)cc21 | . | 0.9%
COc1cccc(C2=CC(c3ccc(N(C)C)cc3)n3nnnc3N2)c1 (stereo unspecified) | 6 | 4.0%
COc1ccc(-n2c(=O)c3c4c(sc3n3c(=S)[nH]nc23)CCC4)cc1 | 19 | 4.0%
CCn1c(=O)n(CC(=O)N2CCC3(CC2)OCCO3)c(=O)c2ccccc21 | 7 | -2.4%
Cc1occc1C(=O)Nc1cccc2ccccc12 | . | 1.9%
COc1ccc(C(C)=O)cc1CSc1nnc(-c2ccncc2)n1C | -16 | 4.7%
O=C(CSC(=S)N1CCCCC1)Nc1ncc2c(n1)CCCC2=O | . | 6.6%
CCOP(=S)(NN(Cc1ccccc1)C(=O)c1ccccc1)OCC | 2 | -0.1%
O=C(/C=C/c1ccccc1[N+](=O)[O-])OCC(=O)c1ccccc1 | . | -6.1%
CC(C)Sc1sc(C(=O)O)c(-c2ccc(Cl)cc2)c1C#N | 7 | -4.8%
O=C(Oc1cncc(Cl)c1)c1ccco1 | . | -3.8%
CCC(C)Sc1nnc(Cc2cc(=O)[nH]c(=O)[nH]2)n1-c1ccc(OC)cc1 (stereo unspecified) | -7 | 2.5%
O=S(=O)(Nc1ccc(N2CCOCC2)cc1)c1ccc(F)cc1 | -5 | -3.0%
O=C(COC(=O)CCc1nc2ccccc2s1)NC(=O)NCc1ccco1 | 15 | -7.8%
CCc1ccc(OCC(=O)NC(NC(=S)Nc2ccc(Cl)cc2)C(Cl)(Cl)Cl)cc1 (stereo unspecified) | -10 | 3.5%
COC(=O)c1c(NC(=O)c2ccc(C)cc2)csc1C | -1 | 0.6%
Cc1ccc(/C=N/NC(=O)Cn2cnc3ccccc32)o1 | 72 | -1.8%
Cc1ccc(C(=O)N2CCc3ccccc32)cc1NC(=O)c1ccco1 | 14 | -4.3%
COc1ccc(C(=O)N(Cc2ccco2)Cc2cc3cc(C)ccc3[nH]c2=O)cc1OC | . | -3.4%
CC/C(CC(C)(C)c1ccccc1)=N\O | ? | 3.6%
Cc1cc2c3ccccc3ncn2n1 | . | 4.8%
COc1ccc([N+](=O)[O-])cc1NC(=O)/C=C/C(=O)O | -6 | 3.8%
O=C(CSc1nnnn1Cc1ccccc1)NCCc1ccccc1 | . | 1.1%
O=C(O)/C=C/C(=O)Nc1ccc(Cc2ccc(NC(=O)/C=C/C(=O)O)cc2)cc1 | 1 | -5.6%
Nc1nc(-c2ccc3ccccc3c2)c(C2(O)C(=O)Nc3c(Br)cc(F)cc32)s1 (stereo unspecified) | -9 | -4.9%
Cc1ccc(S(=O)(=O)NCC(=O)OCc2nnc(-c3ccccc3)o2)cc1C | . | -0.2%
CCCCOC(=O)N1CCOCCOCCOCC1 | . | 5.9%
Cc1cc(NS(=O)(=O)c2ccc(N3C(=O)C4C5C=CC(C5)C4C3=O)cc2)nc(C)n1 (stereo unspecified) | 42 | -3.7%

Going on with the list:
molecule | Mtb RmlCD inh | GlmU inhibition
COc1cccc(-c2cc(C(=O)NCCCn3ccnc3)c3ccccc3n2)c1 | -10 | -6.0%
COc1ccc(OCCSc2ncccn2)cc1 | -5 | -5.6%
CC(=O)c1n[nH]nc1Nc1nc(C)cc(C)n1 | . | 2.5%
CCc1cc[n+](/C(C(=S)Nc2cccc(C)c2)=C(/[O-])c2ccc(C)c([N+](=O)[O-])c2)cc1 | -4 | -1.3%
COc1cccc(C(Nc2ccccn2)c2c(NC(=O)c3ccco3)sc(C)c2C)c1 (stereo unspecified) | -6 | 6.9%
CCCN(CCC)CC(C)(C)NS(=O)(=O)c1ccc(Cl)cc1 | 9 | -1.0%
CCN(CC)S(=O)(=O)c1ccc(N2CCOCC2)c(NC(=O)c2cccc(C#N)c2)c1 | -12 | -4.9%
Nc1nn(S(=O)(=O)c2ccccc2)cc1-c1cccc([N+](=O)[O-])c1 | . | 1.4%
CN(C)CCOC(C1CCCCC1)C1CCCCC1 | . | 1.8%
O=C(O)c1cccnc1Nc1ccc(Cl)cc1 | 5 | 4.4%
c1ccc(CSc2nnc3ccc(-c4cccs4)nn23)nc1 | 5 | -1.6%
CCN1CCN(c2ccc(NC(=O)CCc3c(C)nc4c(-c5ccc(F)cc5)c(C)nn4c3C)cc2)CC1 | 2 | -2.8%
Cc1cccc(OCCC(=O)Nc2ccc(F)c(Cl)c2)c1 | -8 | -0.2%
COC(=O)c1cc(OC)c(OC)cc1NC(=O)CCc1ccc(C)o1 | -8 | -0.1%
C=CCn1c(SCc2csc(C)n2)nc2scc(-c3ccc(C)o3)c2c1=O | . | 3.9%
CN1C(=O)c2ccc(N(C)C)cc2C1=O | . | -2.9%
O=C(O)C1CSC(c2coc3ccccc3c2=O)N1 (stereo unspecified) | . | -1.6%
Cc1ccc(C)c(NC(=O)c2cnc3n(c2=O)CCS3)c1 | -2 | -7.2%
CCOC(=O)N1CCN(C(=O)c2ccc(-n3c(C)ccc3C)cc2)CC1 | -10 | 2.2%
c1csc(CCNc2ncnc3sc4c(c23)CCC4)c1 | . | -2.2%
Cc1ccc(/C=N/Nc2cccc(C(=O)O)c2)s1 | 0 | 3.2%
CSCC[C@H](NC(=O)c1nn(C)c(=O)c2ccccc12)c1nc2ccccc2[nH]1 | -7 | -0.5%
O=C(C(c1ccccc1)c1ccccc1)N1CCN(CCN2C(=O)c3cccc4cccc(c34)C2=O)CC1 | . | 1.4%
CC(C)C(NC(=O)C(NC(=O)C1OC2OC(C)(C)OC2C2OC(C)(C)OC12)C(C)C)C(=O)O (stereo unspecified) | -10 | 1.5%
O=[N+]([O-])c1ccc(Cl)c(S(=O)(=O)n2ccnc2)c1 | 9 | 5.2%
CCCNC(=O)COC(=O)CCC(=O)c1ccc(F)cc1 | 4 | -2.5%
Nc1nc2c(ncn2COC(CO)CO)c(=O)[nH]1 | . | -2.8%
C/C(=N\NC(=O)c1ccc(Cn2cc(Br)cn2)o1)c1cccc(NC(=O)C(C)(C)C)c1 | 7 | 2.3%
COC(=O)c1ccc(NC(=O)CSc2nnc(Cc3cccn3C)n2-c2ccc(F)cc2)cc1 | -12 | 4.3%
CC(C)C(=O)NC(NC(=S)NC1CCS(=O)(=O)C1)C(Cl)(Cl)Cl (stereo unspecified) | . | 3.9%
CC1CN(C(=O)COC(=O)c2cccs2)CC(C)O1 (stereo unspecified) | 8 | -4.2%
CCOC(=O)C(NC(=O)c1ccccc1)(Nc1cccc(C)n1)C(F)(F)F (stereo unspecified) | 2 | -4.0%
CC(=O)C1=C(NC(=O)c2ccc(F)cc2)CC2C1C2(C)C (stereo unspecified) | 9 | 3.5%
CCOC(=O)c1c(C)[nH]c(C(=O)Nc2ccc(C)c(Cl)c2)c1C | 7 | 1.6%
Cc1ccc(C(=O)C(C)[n+]2cccc(C(N)=O)c2)cc1 (stereo unspecified) | -7 | 1.8%
COc1ccc(CCC(=O)Nc2ccc(N3CCOCC3)cc2)cc1 | 13 | 1.4%
O=C(/C=N/O)NCc1cccnc1 | 20 | -2.7%
Cc1ccc2cc(CN(CCCN3CCOCC3)C(=O)NC3CCCCC3)c(=O)[nH]c2c1C | 2 | 1.9%
O=C(O)CCn1cc(C=C2C(=O)NC(=S)NC2=O)c(-c2cc3ccccc3oc2=O)n1 | 6 | 4.2%
CC(=O)c1c(C)nc(-c2ccc(OCC(=O)Nc3cccc(C)c3C)cc2)n1O | -1 | -2.0%

The list goes on; it opens with the three that closed the last part.
molecule | Mtb RmlCD inh | GlmU inhibition
Cc1ccc2cc(CN(CCCN3CCOCC3)C(=O)NC3CCCCC3)c(=O)[nH]c2c1C | 2 | 1.9%
O=C(O)CCn1cc(C=C2C(=O)NC(=S)NC2=O)c(-c2cc3ccccc3oc2=O)n1 | 6 | 4.2%
CC(=O)c1c(C)nc(-c2ccc(OCC(=O)Nc3cccc(C)c3C)cc2)n1O | -1 | -2.0%
Cc1ccc(-c2cc(C(F)F)n3ncc(C(=O)N4CCCc5ccccc54)c3n2)cc1 | -10 | -1.6%
C=C[C@]1(C)C[C@H]1[C@H](NP(=O)(c1ccccc1)c1ccccc1)c1ccccc1 | . | 4.0%
CN1C(=O)/C(=N\OC(=O)c2ccccc2Cl)c2ccccc21 | . | -4.3%
Cc1nn(CCCC(=O)Nc2ccc(Br)cc2F)c(C)c1[N+](=O)[O-] | -7 | .
CON1C(=O)C(=O)N(OC)C(C)(C)C1C (stereo unspecified) | -2 | -5.4%
CCC(=O)c1cc(F)c(N2CCN(C(=O)Cc3ccccc3)CC2)cc1C | 5 | -0.3%
Cc1nn(C)c(Oc2cccc(Cl)c2)c1C(=O)Nc1ccc(F)cc1 | . | 0.1%
CC(=O)NS(=O)(=O)c1ccc(NC(=O)COc2ccc(C(=O)c3ccccc3)cc2)cc1 | 4 | 7.1%
Cc1cccc(C)c1OCC(=O)N/N=C/c1cc2c(cc1[N+](=O)[O-])OCO2 | 3 | -3.1%
CCCC1=NN2C(=N)/C(=C\c3ccc(SCc4ccco4)o3)C(=O)N=C2S1 | -3 | 31%
O=C(Oc1ccc2cc(Br)ccc2c1)c1cccnc1 | -4 | 5.5%
CCCNC(=O)Nc1ccc(F)c(Cl)c1 | 5 | -2.2%
Cc1ccc(N/C=C(\C#N)c2ccc(OCCCF)cc2)cc1 | . | 3.1%
CCOc1ccc(C(=O)Nc2nccs2)cc1[N+](=O)[O-] | . | -1.8%
CC(=O)c1c(C)[nH]c(C(=O)Nc2cc(S(=O)(=O)N(C)C)ccc2C)c1C | 5 | 5.9%
C/C(=N\NC(=O)COc1ccc(C(C)(C)C)cc1)c1ccccc1 | -3 | 5.0%
CNC(=S)N1CCN(C(c2ccccc2)c2ccccc2)CC1 | 8 | -4.3%
O=C(COC(=O)C1CC(=O)N(Cc2ccccc2)C1)Nc1ccc(Cl)cc1F (stereo unspecified) | . | 1.5%

Complete entries from above. Values in the order: Mtb RmlCD inh | GlmU inhibition
`CCCNC(=O)COC(=O)CCC(=O)c1ccc(F)cc1` reads 4 | -2.5%
`Cc1occc1C(=O)Nc1cccc2ccccc12` reads . | 1.9%

The list is partial; count on the stated rates, not on these rows.
